# From PubChem
# NFkB transloc inh: blocks IL-1B driven NFkB nuclear translocation in HUVEC cells; HUVEC IL-1B NFkB p65 nuclear translocation imaging; inhibition, % at 2 µM; 94,000 tested, 0.43% active; AID 796;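 active = inhibition above about 30% together with a positive call from visual inspection of the well image, limit read from the data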;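 note: nuclear over cytoplasmic p65 intensity ratio measured by imaging; 0% = IL-1B stimulated DMSO wells and 100% = unstimulated DMSO wells; values of inactives mirror those of a sister screen read the other way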
# MRP reversal: MRP-mediated drug resistance reversal; H69AR cells + 2 uM doxorubicin, CellTiter-Glo, 72 h; differential viability (reversal), % at 10 µM; 85,000 tested, 0.04% active; AID 602;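 active = viability drop by adding the cancer drug above about 55%, with treated viability meeting a 40% cutoff, limit read from the data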;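 note: viability without doxorubicin minus viability with 2 µM doxorubicin for each compound; larger differential means the compound sensitizes cells more to doxorubicin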
# Bcl-B displacement: displacers of TR3 peptide from Bcl-B, primary screen, selectivity assay for Bfl-1 inhibitor project, biochemical, fluorescence polarization. FP displacement of FITC-TR3 peptide from Bcl-B; higher % means a stronger effect. displacement, % at 20 µM, or IC50 in µM where a hit was titrated. 96,000 tested, 0.11% active;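 active = displacement above 50% at 20 µM plus a fluorescence interference ratio under 1.5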;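 note: plate controls were wells without compound for no effect and wells lacking Bcl-B protein for full effect; a part of the inactive calls stands beside numbers as strong as those of hits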
# NFkB transloc pot: enhances IL-1B driven NFkB nuclear translocation; 94,000 tested, 0.3% active; activation, % at 2 µM; AID 819; HUVEC IL-1B NFkB p65 nuclear translocation imaging;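 active = activation above 40%, about the mean plus 3 SD, also judged a hit on visual image review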;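 note: percent activation is computed from the nuclear over cytoplasmic p65 intensity ratio; values of inactives mirror those of a sister screen read the other way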
# PLAP inhibitors HTS: PLAP enzyme inhibitors, biochemical, luminescence, HTS (AID 690). purified PLAP, luminescent substrate; higher % means a stronger effect. one-dose inhibition, % at 20 µM; IC50 in µM for titrated hits. 96,000 tested, 0.08% active; in the data active = a potency from the dose series; inactive = the rest, 99 in 100 with inhibition below about 30%; note: strong numbers were not always called active
# MRP reversal cytotoxicity: second read-out of MRP reversal, no call of its own (marks repeat the call); viability, %; H69AR cells, CellTiter-Glo, 72 h; measured here: cytotoxicity without doxorubicin
# MRP reversal with doxorubicin: also measured in MRP reversal; calls as there; viability, %; measured here: viability with 2 uM doxorubicin; hits give low values
# NFkB transloc inh cell count 2 µM: recorded beside NFkB transloc inh, whose call it bears; cell count; measured here: cells passing quality filter;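 raw number of nuclei counted in each imaged well without normalization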
# NFkB transloc pot cell count 2 µM: further read-out of NFkB transloc pot, marked with its call; cell count; measured here: cells passing quality filter
# Active calls of the source: *; . = no result given. Not all compounds are listed, so the mix of outcomes need not match the whole.
SMILES,NFkB transloc inh,NFkB transloc inh cell count 2 µM,MRP reversal,MRP reversal cytotoxicity,MRP reversal with doxorubicin,Bcl-B displacement,NFkB transloc pot,NFkB transloc pot cell count 2 µM,PLAP inhibitors HTS
O=C(NC1CCCC1)C(c1cccnc1)N(C(=O)c1csnn1)C1CC1 (configuration not stated),8.2,75,-31.1,57.2,88.4,2.4%,-8.2,75,-8.1%
CCS(=O)(=O)N1CCc2cc(OC)c(OC)cc2C1,-20.4,164,.,.,.,.,20.4,164,.
Cc1cc(C)c(S(=O)(=O)c2ccccc2C)c(N(C)C)n1,-0.1,141,.,.,.,3.6%,0.1,141,0.2%
FC(F)(F)c1cc(C(F)(F)F)c2ccc(N/N=C/c3cccc(Cl)c3)nc2n1,-9.6,121,.,.,.,70.4%,9.6,121,-3.5%
O=C(O)CSc1nnc(-c2ccncc2)n1CCc1ccccc1,6.7,111,-9.5,99.4,109.0,-0.6%,-6.7,111,-5.7%
c1ccc2c(c1)oc1c(NCC3CCCO3)ncnc12 (configuration not stated),4.3,150,19.0,97.5,78.5,4.1%,-4.3,150,11.0%
Cc1ccc(SCc2cc(=O)[nH]c(Nc3nc(C)c4cccc(C)c4n3)n2)cc1,-11.7,161,.,.,.,-1.1%,11.7,161,-38.7%
O=C(O)C1C2C=CC(O2)C1C(=O)NCc1ccc(Cl)cc1 (configuration not stated),-11.7,170,-2.0,100.9,102.9,-4.7%,11.7,170,11.4%
CCc1nc2ccc(C(=O)NCc3ccco3)cc2nc1CC,3.4,112,3.2,70.2,67.0,-4.6%,-3.4,112,5.6%
Cc1ccc(CNC(=O)CCNS(=O)(=O)c2cccc3nonc23)cc1,-10.3,174,-5.7,93.1,98.8,0.9%,10.3,174,7.9%
CC(=O)n1nc(-c2ccco2)nc1SCc1ccccc1,-5.7,77,19.8,104.7,85.0,-1.1%,5.7,77,3.9%
CCN(CC)S(=O)(=O)c1cccc(-c2nnc(SCC(=O)NCCC3=CCCCC3)n2N)c1,-11.1,104,-2.6,72.3,75.0,-0.8%,11.1,104,-55.4%
O=C(CSc1nnnn1C1CCCCC1)NCCc1ccccc1,-0.1,155,-7.0,95.6,102.7,-2.8%,0.1,155,-8.4%
N/C(=N\OC(=O)CCCN1C(=O)c2ccccc2C1=O)c1ccc(Cl)cc1,0.7,187,.,.,.,3.4%,-0.7,187,-11.5%
NC(=O)C1CC(=O)N(Cc2ccc3c(c2)OCO3)C(=Nc2ccccc2)S1 (configuration not stated),-5.3,154,18.9,101.7,82.9,0.2%,5.3,154,11.2%
Cc1ccc([N+](=O)[O-])cc1NC(=O)CN1CCC(C)CC1,2.7,90,.,.,.,-2.6%,-2.7,90,-10.6%
CCOC(=O)c1[nH]c(C)c(C(=O)Nc2ccc(Cl)cc2)c1C,-6.7,44,2.0,91.0,88.9,6.9%,6.7,44,8.2%
COc1ccccc1C1CC(c2cccs2)=Nc2ccccc2S1 (configuration not stated),-25.5,214,5.7,68.4,62.7,-27.2%,25.5,214,25.1%
CCOC(=O)N1CCC(NC(=O)c2cn(-c3ccc(OC)cc3)c(=O)c3ccccc23)CC1,2.9,139,.,.,.,-10.1%,-2.9,139,-55.9%
COc1ccc(CCNC(=O)CSc2nnnn2-c2ccccc2)cc1,.,.,17.4,90.0,72.5,-0.8%,.,.,-14.0%
CCOc1ccc(NC(=O)CNC(=O)c2ccc(OC)c(OC)c2)cc1,3.0,129,-1.1,93.2,94.2,-0.8%,-3.0,129,5.8%
CCCNC(=O)c1ccccc1NC(=O)CN(c1ccccc1OCC)S(C)(=O)=O,-9.0,113,2.8,80.2,77.5,-7.8%,9.0,113,13.0%
COc1cccc(-c2nc(CC(=O)O)cs2)c1OC,-4.4,122,15.3,97.1,81.7,9.1%,4.4,122,-13.7%
Nc1cc(N2CCCCC2)c(Cl)cc1[N+](=O)[O-],-2.9,128,.,.,.,0.4%,2.9,128,60.8%
COc1ccc(/C=N/N2CCN(c3ccncc3S(=O)(=O)N3CCCCC3)CC2)cc1,-14.9,170,.,.,.,9.2%,14.9,170,-20.9%
Cc1nc(Nc2ccncc2)c2oc3ccccc3c2n1,-0.5,81,9.9,83.9,74.0,10.0%,0.5,81,22.7%
CC(C)NCCCOc1ccc(C(C)(C)c2ccccc2)cc1,.,.,5.2,68.1,63.0,-0.6%,.,.,18.5%
COCCn1nnnc1C(c1ccc(C(F)(F)F)cc1)N1CCOCC1 (configuration not stated),3.4,144,15.9,86.4,70.5,-10.6%,-3.4,144,-6.1%
O=C(CCc1nc2ccccc2c(=O)[nH]1)N1CCN(C/C=C/c2ccccc2)CC1,-24.1,216,-5.5,90.5,96.0,-3.8%,24.1,216,-51.5%
COc1ccc(C)cc1NC(=O)CSc1nc(SC)ns1,4.5,149,14.8,78.0,63.1,-5.0%,-4.5,149,-21.6%
O=C(c1cc(=O)[nH]c2ccccc12)N1CCN(S(=O)(=O)c2ccc3ccccc3c2)CC1,.,.,-17.9,62.7,80.6,14.0%,.,.,-16.2%
Cc1nc2ccc(NC(=O)N3CCCCC3)cc2s1,-8.3,112,-11.2,86.4,97.6,-4.0%,8.3,112,-4.7%
CCOc1cc(/C=N/n2cnnc2)c(Br)cc1O,-6.1,142,7.3,103.0,95.7,13.9%,6.1,142,-4.1%
COC(=O)NCCOC(=O)N(O)c1ccc(Br)cc1,-24.2,161,.,.,.,-16.5%,24.2,161,5.6%
O=C(COc1ccc2c(c1)OCO2)NC12CC3CC(CC(C3)C1)C2,-8.3,149,3.1,94.7,91.6,-0.5%,8.3,149,-11.0%
O=C(c1ccc(COc2ccc(F)cc2)o1)n1cc(Br)cn1,10.6,90,-4.8,105.1,109.8,.,-10.6,90,.
O=C(Nc1ccccc1)c1ccc2nc(-c3ccco3)c(-c3ccco3)nc2c1,-10.4,188,-0.3,49.3,49.6,.,10.4,188,-48.5%
CCOC(=O)CSc1nc2ccccc2c(=O)n1-c1ccc(C(=O)NCCOC)cc1,-0.1,154,8.7,90.7,82.0,-1.0%,0.1,154,-9.3%
O=C(OCC(O)CN1CCCCC1)C12CC3CC(CC(C3)C1)C2 (configuration not stated),14.6,88,12.8,93.1,80.4,6.5%,-14.6,88,-58.5%
CCOC(=O)C1CCCN(c2c(NCCCN(CC)c3cccc(C)c3)c(=O)c2=O)C1 (configuration not stated),-7.7,179,0.7,69.3,68.6,-18.0%,7.8,179,1.6%

# The last 3 records of the part above open the next one:
SMILES,NFkB transloc inh,NFkB transloc inh cell count 2 µM,MRP reversal,MRP reversal cytotoxicity,MRP reversal with doxorubicin,Bcl-B displacement,NFkB transloc pot,NFkB transloc pot cell count 2 µM,PLAP inhibitors HTS
CCOC(=O)CSc1nc2ccccc2c(=O)n1-c1ccc(C(=O)NCCOC)cc1,-0.1,154,8.7,90.7,82.0,-1.0%,0.1,154,-9.3%
O=C(OCC(O)CN1CCCCC1)C12CC3CC(CC(C3)C1)C2 (configuration not stated),14.6,88,12.8,93.1,80.4,6.5%,-14.6,88,-58.5%
CCOC(=O)C1CCCN(c2c(NCCCN(CC)c3cccc(C)c3)c(=O)c2=O)C1 (configuration not stated),-7.7,179,0.7,69.3,68.6,-18.0%,7.8,179,1.6%
Cc1ccc(-c2nn(CCC#N)cc2C=C(C#N)C#N)cc1,1.6,99,.,.,.,0.1%,-1.6,99,2.9%
NC(=O)CN1C(=O)C2CCCCN2C(=O)c2ccccc21 (configuration not stated),-2.9,140,4.3,91.1,86.8,-10.1%,2.9,140,-8.1%
Clc1cccc(Cl)c1/C=N\Nc1nccs1,-4.8,171,.,.,.,-3.4%,4.8,171,-18.7%
Cc1c(Nc2cc(N3CCCCCC3)c3nonc3c2[N+](=O)[O-])c(=O)n(-c2ccccc2)n1C,-0.1,95,.,.,.,-50.8%,0.1,95,-4.0%
C=CCN1C=CC(=C/C=C(/C#N)C(=O)OCC)C=C1,-5.9,188,22.6,86.1,63.5,.,5.9,188,.
O=C(Cn1c(C(F)(F)F)nc2ccccc21)Oc1cccc(C(F)(F)F)c1,.,.,.,.,.,-0.1%,.,.,-6.5%
Cc1ccccc1NC(=O)CN1C(=O)COc2ccc(Cl)cc21,-3.1,177,21.4,95.8,74.4,-2.1%,3.1,177,-4.3%
COCc1cc(Sc2cccc(Cl)c2Cl)nc(-c2ccccc2)n1,-3.4,189,.,.,.,6.3%,3.4,189,3.3%
Cc1ccc(Sc2cc(Cl)nc(N)n2)cc1,-4.0,145,.,.,.,-4.8%,4.0,145,2.2%
O=C(CSc1nnnn1-c1ccccc1)CSc1nnnn1-c1ccccc1,.,.,.,.,.,-2.6%,.,.,-19.8%
CCCOc1ccc(NC(=O)CC2C(=O)N(CC)C(=S)N2Cc2cccs2)cc1 (configuration not stated),-15.2,174,.,.,.,-3.6%,15.2,174,10.0%
COc1cccc(-c2nc(N3CCN(Cc4ccccc4)CC3)c3ccccc3n2)c1O,.,.,10.7,85.8,75.1,47.7%,.,.,.
Cc1cc(C)cc(N(CC(=O)NCC2CCCO2)C(=O)CN2C(=O)COc3ccccc32)c1 (configuration not stated),-21.6,82,4.1,87.1,83.0,-2.5%,21.6,82,-66.2%
O=C(CSc1cn(CCNC(=O)c2cccs2)c2ccccc12)NCc1ccccc1,-5.8,60,-7.7,65.1,72.7,-3.6%,5.8,60,-9.5%
CCOC(=O)C(=Cc1ccc(-c2ccsc2C(=O)OC)o1)C(=O)OCC,-26.9,177,.,.,.,-2.5%,26.9,177,12.0%
O=C(Oc1ccccc1)c1ccc2nsnc2c1,20.7,90,-6.8,84.0,90.7,.,-20.7,90,.
COC(=O)CNC(=O)CNC(=O)c1nn(-c2ccc(OC)c(Cl)c2)c(=O)c2ccccc12,0.1,188,.,.,.,2.0%,-0.1,188,-17.1%
O=C(c1ccc2c(=O)n3c(nc2c1)CCCCC3)N1CCN(Cc2ccccc2)CC1,-12.7,64,7.3,86.8,79.5,10.0%,12.7,64,-89.6%
CCCn1c(N)c(C(c2ccc(OC)cc2)N2CCN(c3ccccc3)CC2)c(=O)[nH]c1=O (configuration not stated),-9.2,76,-22.5,69.1,91.5,-5.8%,9.2,76,-273.4%
Cc1c(C(=O)NCc2ccco2)oc2ccc(S(=O)(=O)N3CCC4(CC3)OCCO4)cc12,31.8*,150*,7.7,82.8,75.2,-11.0%,-31.8,150,-25.7%
O=C(Nc1ccccc1)c1n[nH]c(Cn2cncn2)n1,-6.9,188,.,.,.,-13.5%,6.9,188,13.8%
O=C(CSC1CC(=O)N(CCc2ccccc2)C1=O)Nc1ccc(Br)cc1 (configuration not stated),-10.4,176,.,.,.,2.9%,10.4,176,3.5%
COc1ccc(S(=O)(=O)N2Cc3ccccc3CC2C(=O)Nc2nccs2)cc1 (configuration not stated),9.8,171,-13.6,70.6,84.3,7.5%,-9.8,171,1.2%
CC(C)COC(=O)c1cccc2c1-c1ccccc1/C2=N\O,7.1,150,-19.6,40.7,60.3,.,-7.1,150,.

# Part of the list above in order of SMILES length, high to low.
SMILES,NFkB transloc inh,NFkB transloc inh cell count 2 µM,MRP reversal,MRP reversal cytotoxicity,MRP reversal with doxorubicin,Bcl-B displacement,NFkB transloc pot,NFkB transloc pot cell count 2 µM,PLAP inhibitors HTS
COC(=O)CNC(=O)CNC(=O)c1nn(-c2ccc(OC)c(Cl)c2)c(=O)c2ccccc12,0.1,188,.,.,.,2.0%,-0.1,188,-17.1%
Cc1c(C(=O)NCc2ccco2)oc2ccc(S(=O)(=O)N3CCC4(CC3)OCCO4)cc12,31.8*,150*,7.7,82.8,75.2,-11.0%,-31.8,150,-25.7%
O=C(c1ccc2c(=O)n3c(nc2c1)CCCCC3)N1CCN(Cc2ccccc2)CC1,-12.7,64,7.3,86.8,79.5,10.0%,12.7,64,-89.6%
COc1ccc(S(=O)(=O)N2Cc3ccccc3CC2C(=O)Nc2nccs2)cc1 (configuration not stated),9.8,171,-13.6,70.6,84.3,7.5%,-9.8,171,1.2%
CC(C)COC(=O)c1cccc2c1-c1ccccc1/C2=N\O,7.1,150,-19.6,40.7,60.3,.,-7.1,150,.
